Screening results as filed in PubChem BioAssay.
RAM network inh: inhibitors of the yeast RAM network | actives 1.8% (n = 190,000) | inhibition, % at 50 µM | S. cerevisiae dse1pr::URA3 reporter, 5-FOA growth OD615, 2 d; analog-sensitive cbk1-as2 kinase mutant strain;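 active = inhibition above a set limit, 3 SD over mean compound inhibition, cut at about 8.4% in these data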;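 note: 0% = DMSO-only wells with no growth and 100% = 10 µM 1-NA-PP1 full growth; inhibition rescues growth on 5-FOA so higher OD means more RAM inhibition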
SRC2 TRFRET art: flags TR-FRET format artefacts in PPARgamma SRC-2 recruitment agonist screen; actives 0.4% (n = 200,000); TR-FRET ratio at 8 µM; TR-FRET artefact counter-screen; active compounds read high; AID 1049; in the data active = TR-FRET ratio above about 2000; note: inactives centre near 1500
PPARg SRC-1 ag: agonists of human PPARgamma SRC-1 coactivator recruitment; P37231; PPARgamma-SRC-1 coactivator recruitment biochemical assay; activation, % at 8 µM; actives 0.41% (n = 200,000); AID 631; in the data active = activation above about 19%;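 note: 0% = DMSO and 100% = reference agonist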
STAT3 activator: STAT3 signaling activation. U3A cells, IL-6 STAT3-luciferase reporter, luminescence; 100% = signal with IL-6 EC80 alone. activation (% of control), % at 5.6 µM. actives 0.91% (n = 190,000). AID 871;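 active = activation above the screen-wide mean of compound activation plus 3 SD, cut at about 130% in these data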;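 note: 0% = background luminescence of wells with medium and substrate only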
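Assay system – human STAT1-deficient U3A cells with stable STAT3-luciferase reporter · Also added – IL-6 (33 ng/mL) · Schedule – compound 1 h, then IL-6 6 h at 37 °C · Technique – reporter luminescence signal · Evaluation – % activation versus median of IL-6-stimulated wells · Benchmarks – IL-6-only wells as 100% reference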
STAT3 blocker: reduces IL-6 driven STAT3 reporter signal; U3A cells, IL-6 STAT3-luciferase reporter, luminescence; host cell line lacks STAT1; inhibition, % at 5.5 µM; actives 0.89% (n = 190,000); AID 862;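 active = inhibition above the mean inhibition across all screened compounds plus 3 SD, cut at about 44% in these data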;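 note: 0% = DMSO only wells and 100% = 100 µM nifuroxazide control wells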
TLR4 MyD88 comp: TLR4-MyD88 interaction inhibition in cells | O00206+Q99836 | HeLa CL3-4 TLR4/MyD88 BLA complementation, FRET ratio | inhibition, % at 8.4 µM | actives 0.18% (n = 200,000) | AID 861; in the data active = inhibition above about 25%;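 note: 0% = vehicle and 100% = reference inhibitor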
Target sequence (O00206 whole entry, looked up): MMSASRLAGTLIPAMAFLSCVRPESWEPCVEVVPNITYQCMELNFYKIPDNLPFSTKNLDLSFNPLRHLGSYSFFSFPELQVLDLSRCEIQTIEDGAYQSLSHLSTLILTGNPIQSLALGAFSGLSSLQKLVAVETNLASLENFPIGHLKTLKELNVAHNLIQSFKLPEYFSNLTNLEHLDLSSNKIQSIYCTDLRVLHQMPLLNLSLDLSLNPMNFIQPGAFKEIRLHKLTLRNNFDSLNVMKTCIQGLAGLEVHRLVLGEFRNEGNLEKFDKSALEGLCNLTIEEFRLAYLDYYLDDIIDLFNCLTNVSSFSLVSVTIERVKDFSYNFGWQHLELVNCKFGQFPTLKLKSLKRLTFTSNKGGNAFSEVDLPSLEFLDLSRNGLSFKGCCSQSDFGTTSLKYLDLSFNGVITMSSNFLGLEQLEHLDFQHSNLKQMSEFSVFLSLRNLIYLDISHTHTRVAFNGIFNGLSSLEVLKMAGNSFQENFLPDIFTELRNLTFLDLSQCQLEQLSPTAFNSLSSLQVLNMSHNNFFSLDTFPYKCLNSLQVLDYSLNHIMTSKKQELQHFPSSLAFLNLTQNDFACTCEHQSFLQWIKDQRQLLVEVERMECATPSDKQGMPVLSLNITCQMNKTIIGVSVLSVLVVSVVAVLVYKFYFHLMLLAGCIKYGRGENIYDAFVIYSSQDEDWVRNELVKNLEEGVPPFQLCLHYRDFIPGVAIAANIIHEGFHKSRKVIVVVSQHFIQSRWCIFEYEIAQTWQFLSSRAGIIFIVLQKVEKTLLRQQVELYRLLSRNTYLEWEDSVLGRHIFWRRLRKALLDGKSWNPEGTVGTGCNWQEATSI
Target sequence (Q99836 whole entry, looked up): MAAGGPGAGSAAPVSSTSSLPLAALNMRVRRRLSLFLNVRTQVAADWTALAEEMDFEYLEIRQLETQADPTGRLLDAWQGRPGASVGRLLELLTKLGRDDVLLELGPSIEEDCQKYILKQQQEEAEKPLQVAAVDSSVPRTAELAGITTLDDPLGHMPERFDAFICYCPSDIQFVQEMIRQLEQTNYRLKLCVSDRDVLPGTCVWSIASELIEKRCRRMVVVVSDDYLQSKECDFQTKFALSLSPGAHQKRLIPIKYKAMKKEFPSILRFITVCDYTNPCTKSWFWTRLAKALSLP
ROMK primary: human ROMK K+ channel modulation, primary screen. B-score at 10 µM. Tet-inducible ROMK, thallium flux fluorescence; actives lie on both sides. actives 2% (n = 130,000). AID 1918;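 active = signal ratio slope over the read window, or its plate-corrected B-score, at least 3 SD from the plate mean, either direction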;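 note: B-score of the F/F0 ratio slope over 7 to 12 s after thallium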
S1P3 antag: antagonists of human S1P3 receptor. Q99500. CHO S1P3 NFAT-BLA reporter, FRET fluorescence, antagonist mode. inhibition, % at 4.98 µM. actives 0.27% (n = 170,000);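 active = inhibition above the plate cutoff, the mean inhibition of test wells on that plate plus 3 SD, cut at about 28% in these data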;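 note: cells challenged with S1P at its EC80 of 0.8 µM; blue over green emission ratio from cleaved BLA substrate after 4 h stimulation; 0% = S1P-stimulated wells and 100% = unstimulated DMSO-only wells; some compounds past the cut are filed as inactive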
PPARg SRC-2 ag: agonists of SRC-2 recruitment by human PPARgamma; actives 0.34% (n = 200,000); activation, % at 8 µM; AID 1032; P37231; PPARgamma LBD-SRC-2 recruitment, biochemical; in the data active = activation above about 22%;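 note: 0% = vehicle and 100% = reference agonist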
PPARg SRC-3 ag: agonists of human PPARgamma SRC-3 coactivator recruitment; actives 0.26% (n = 200,000); P37231; biochemical PPARgamma/SRC-3 coactivator recruitment assay; AID 731; activation, % at 8 µM; in the data active = activation above about 23%;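 note: 0% = DMSO and 100% = reference agonist; some compounds past the cut are filed as inactive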
STAT1 blocker: STAT1 signaling inhibition; inhibition, % at 5.5 µM; NIH 3T3 STAT1-luciferase reporter, IFN-gamma, luminescence; actives 0.35% (n = 200,000);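 active = inhibition above a set limit, the mean inhibition across all tested compounds plus 3 SD, cut at about 34% in these data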;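 note: 0% = IFN-gamma with DMSO and 100% = IFN-gamma with 300 µM nifuroxazide; values of inactives mirror those of a sister screen read the other way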
Starred values were filed as active, the others as inactive; / = no result given. Not a hit list; about 5.6% have a hit in one of these screens.

SMILES	RAM network inh	SRC2 TRFRET art	PPARg SRC-1 ag	STAT3 activator	STAT3 blocker	TLR4 MyD88 comp	ROMK primary	S1P3 antag	PPARg SRC-2 ag	PPARg SRC-3 ag	STAT1 blocker
CCCN(CC(=O)Nc1ccc(C(N)=O)cc1)CC(=O)Nc1cc(Cl)ccc1Cl	6.5	1616	3	99	8	5	-0.029	-6	10	4	-10
CCN(CC)CC(=O)Nc1nn(-c2ccccc2)nc1C(N)=O	1.2	1544	-4	96	16	-1	/	/	3	-3	2
Cc1ccccc1N=Nc1c(C)[nH]n(-c2ccccc2)c1=O	5.5	1528	0	108	-4	11	0.44	7	0	1	-16
COc1cc(CNc2ccc(N3CCCC3)cc2)ccc1OCc1ccccc1F	7.8	1692	1	127	-36	-5	0.21	-23	4	7	-28
Cc1cccc(C)c1NC(=O)c1sccc1SCc1cccc(C(F)(F)F)c1	11*	1482	7	111	-8	-9	/	/	5	-7	-4
COc1ccc(S(=O)(=O)N(CC(=O)O)Cc2ccccc2)cc1OC	0.3	1445	-2	102	1	-10	/	6	0	-2	12
COc1cccc2sc(NC(=O)c3ccc(S(=O)(=O)N4CCOCC4)cc3)nc12	2.0	1591	6	91	15	-4	/	8	2	0	1
CCc1nc(SCc2cc(Cl)ccc2OC)n[nH]1	-0.7	1348	2	85	16	-16	/	-1	0	4	-9
CCN(CC)S(=O)(=O)c1ccc(-c2nnc(SCC(=O)N3CCOCC3)o2)cc1	1.6	1369	-2	103	1	-14	0.32	-7	-7	0	-14
CC1CCN(CCOc2ccc(Cl)c(Cl)c2)CC1	-0.8	1523	-3	103	6	-4	-0.54	-5	-8	-7	-1
Nc1ccc2c(c1)COc1ccccc1O2	2.9	1464	-3	96	9	8	/	4	0	2	-11
Nc1nccnc1C(=O)OCC(=O)Nc1cccc(S(=O)(=O)N2CCCCC2)c1	2.4	1524	3	85	20	-7	/	-18	5	3	8
CC(=O)N/N=C/c1cc(C(C)C)cc(/C=N/NC(C)=O)c1O	-1.9	1590	5	106	-5	-1	-3.3*	-14	8	5	-4
C=CCN(CC=C)C(=O)c1ccc(OC2CCN(Cc3ccccn3)CC2)cc1	0.8	1635	-2	105	-1	-21	0.69	-5	1	-3	2
CCCC(=O)C1=C(O)C(C(=O)OC)C(C)(C)CC1=NC(C)C (stereo unspecified)	-0.9	1499	2	113	-12	-5	/	/	2	-3	-5
O=c1c2sc3nc(N4CCOCC4)c4c(c3c2ncn1-c1ccccc1)CCCC4	3.4	1526	1	80	28	6	-0.31	-3	3	5	-6
Cc1ccc(-c2nnn(CCC(=O)N3CCCCC3C)n2)cc1 (stereo unspecified)	1.2	1448	3	105	-1	1	-0.14	1	-5	4	-11
COc1ccc(C(=O)NCc2nnc(SCC(=O)Nc3ccccc3OC)n2C)cc1	1.0	1375	5	100	8	-3	-0.4	-15	-6	-3	2
Cc1ccc(C(=O)Nc2nnc(C)s2)o1	1.1	1466	6	100	-3	8	0.77	/	-3	-6	-8
Cc1ccc(C2C(C(=O)c3cccs3)=C(O)C(=O)N2CCN2CCOCC2)o1 (stereo unspecified)	1.9	1506	8	97	3	-1	/	-52	5	-2	-14
CCOC(=O)c1ccccc1NC(=O)CSc1nnc(COc2ccccc2)n1CC	-0.8	1302	-3	98	8	1	/	-34	-1	-9	3
c1ccc(C2CC(c3cccs3)n3nnnc3N2)cc1 (stereo unspecified)	2.6	1461	-2	106	-4	8	0.072	19	9	3	-4
CN=C1S/C(=C\c2ccc(N3CCCC3)c(F)c2)C(=O)N1C	6.3	1693	8	91	14	5	0.19	10	17	6	-20
Cc1ccc(COc2ccc(/C=N/NC(=O)c3ccc(CN4CCOCC4)cc3)cc2)cc1	-0.2	1592	-1	91	11	3	0.22	-4	-3	4	-5
Cc1cc2nc(-c3ccc(SCc4ccc(C(=O)O)cc4)nc3)[nH]c2cc1C	6.8	1802	5	104	3	-28	/	2	7	10	-18
Cn1cnnc1SCc1nc(N)nc(Nc2ccccc2)n1	2.8	1586	7	104	-2	1	/	/	-7	3	-13
Cc1cc(O)c(C(C)C)cc1NS(=O)(=O)c1ccccc1	0.1	1301	-1	98	7	2	/	26	0	2	11
CCOc1ccccc1/C=N/Nc1ccccc1[N+](=O)[O-]	9.8*	1422	-4	107	4	12	/	/	-5	-13	4
COC(=O)C1CSc2[nH]c(=O)sc2C1c1ccccc1 (stereo unspecified)	1.8	1501	-3	105	0	19	-2.1	/	0	6	0
Cc1cc(/C=C(\C#N)C(=O)Nc2ccc(F)cc2)c(C)n1-c1ccc(N2CCOCC2)c([N+](=O)[O-])c1	6.5	1552	0	96	5	-4	0.47	/	1	11	-1
CN=C(c1ccco1)n1c(=S)nc(-c2ccco2)n(C)c1=S	0.3	1459	4	135*	-36	6	/	/	6	0	-3
O=C(/C=C/c1cc([N+](=O)[O-])ccc1OC(F)F)NCc1ccc(F)cc1	8.7*	1350	-1	95	3	-2	-0.37	/	1	3	0
CCS(=O)(=O)c1ccc2c(c1)NC(=O)C(CCCl)O2 (stereo unspecified)	2.0	1590	0	100	11	-4	1.1	0	8	3	5
O=C(COc1ccc([N+](=O)[O-])cc1)Nc1cccnc1	0.0	1333	-3	98	4	-9	0.27	-4	-5	-1	-13
CC(C)CC(NS(=O)(=O)c1ccc2c(c1)oc(=O)n2C)C(=O)NC1CCCc2ccccc21 (stereo unspecified)	-0.1	1512	5	103	6	-9	/	-40	-11	1	-4
COc1ccc2[nH]c(=O)c(CN(Cc3cccs3)Cc3nnnn3C(C)(C)C)cc2c1	0.1	1405	-15	107	-4	-2	0.55	-34	-8	-12	-5

Sorted by the number under RAM network inh (rising): five of the compounds above
Compound,RAM network inh,PPARg SRC-1 ag,STAT3 activator,TLR4 MyD88 comp,ROMK primary,S1P3 antag,PPARg SRC-2 ag,PPARg SRC-3 ag,STAT1 blocker
CC(C)CC(NS(=O)(=O)c1ccc2c(c1)oc(=O)n2C)C(=O)NC1CCCc2ccccc21 (stereo unspecified),-0.1,5,103,-9,/,-40,-11,1,-4
Cc1cc(O)c(C(C)C)cc1NS(=O)(=O)c1ccccc1,0.1,-1,98,2,/,26,0,2,11
Cc1cc(/C=C(\C#N)C(=O)Nc2ccc(F)cc2)c(C)n1-c1ccc(N2CCOCC2)c([N+](=O)[O-])c1,6.5,0,96,-4,0.47,/,1,11,-1
O=C(/C=C/c1cc([N+](=O)[O-])ccc1OC(F)F)NCc1ccc(F)cc1,8.7*,-1,95,-2,-0.37,/,1,3,0
CCOc1ccccc1/C=N/Nc1ccccc1[N+](=O)[O-],9.8*,-4,107,12,/,/,-5,-13,4

Continuation.
SMILES	RAM network inh	SRC2 TRFRET art	PPARg SRC-1 ag	STAT3 activator	STAT3 blocker	TLR4 MyD88 comp	ROMK primary	S1P3 antag	PPARg SRC-2 ag	PPARg SRC-3 ag	STAT1 blocker
N#Cc1c(C(F)(F)F)cc(-c2cccs2)nc1SCc1cccnc1	7.8	1560	2	90	18	-14	/	/	4	7	5
CS(=O)(=O)N1CCN(C(=O)Cc2cccs2)CC1	0.7	1482	2	99	7	-1	/	-18	-4	-9	-3
Cc1cccc(C)c1NC(=O)C(NC=O)c1ccccc1Cl (stereo unspecified)	2.4	1465	-13	102	2	-9	/	/	-2	-7	7
COC(=O)c1cc(COc2ccc3oc(C)c(C(=O)OC)c3c2)c(C)o1	8.1	1703	6	90	14	-1	-1.2	-43	2	2	8
O=c1c2ccccc2nnn1Cc1ccc(F)cc1	1.2	1441	-5	101	3	-6	-0.0067	11	1	2	-4
CCc1ccc(-c2nnn(CCC(=O)OC)n2)cc1	-0.3	1319	-3	74	38	3	-0.23	-8	-3	3	22
CCOC(=O)C1CCCN(Cc2cn[nH]c2-c2ccc(F)cc2F)C1 (stereo unspecified)	1.7	1571	-2	100	8	-5	0.65	-10	6	2	-8
O=C(NCc1ccccc1)c1ccc(CS(=O)(=O)c2ccccc2)o1	1.4	1547	8	96	8	4	/	/	3	4	-5
c1ccc(-c2nn3c(C4CCCCC4)nnc3s2)cc1	1.4	1731	10	100	3	5	-1.1	/	3	5	1
O=c1c(F)cn(C2CCCO2)c(=O)n1Cc1ccccc1Cl (stereo unspecified)	0.5	1399	-6	107	-6	11	0.31	/	1	4	11
Cc1ccc(-c2nc(CS(=O)CC(=O)NCCN3CCCC3)c(C)o2)cc1 (stereo unspecified)	2.9	1496	-3	106	2	0	/	-24	-1	10	2
Cc1cc(NC(=O)CC2CCCC2)n(-c2nc3ccccc3[nH]2)n1	2.9	1442	2	91	15	10	0.61	5	-7	-13	2
CCN(CC)C(=O)Cn1cc(C(=O)C(=O)N2CCc3ccccc32)c2ccccc21	-0.2	1580	-1	100	6	10	0.12	1	-5	0	9
Cc1ccc(NC(=O)c2noc3c2CC(C(C)(C)C)CC3)cc1 (stereo unspecified)	0.6	1548	1	82	26	3	-0.49	/	0	-9	1
CCOC(=O)c1ccc(N2CCN(c3ccccc3F)CC2)c(NC(=O)Nc2ccccc2)c1	2.7	1491	-9	106	-10	11	0.077	15	-9	2	6
COc1ccc(NC(=O)c2c(NC(=O)CNCC(C)C)sc3c2CCC3)c(OC)c1	-0.7	1350	-1	94	14	3	-0.99	-11	-7	-4	-1
N#CCC(=O)Nc1sc2c(c1C(N)=O)CCCC2	2.1	1674	4	90	21	-7	/	-47	6	2	-7
Cc1ccc(Nc2nc(OC(C(F)(F)F)C(F)(F)F)nc(N3CCOCC3)n2)cc1	1.3	1598	3	86	19	1	-0.39	/	4	-3	-3
O=C(NCc1ccco1)c1ccc(Br)s1	-0.1	1668	6	89	18	-1	/	-3	4	1	-2

An excerpt from above in order of formula weight, falling:
SMILES	RAM network inh	SRC2 TRFRET art	PPARg SRC-1 ag	STAT3 activator	STAT3 blocker	TLR4 MyD88 comp	ROMK primary	S1P3 antag	PPARg SRC-2 ag	PPARg SRC-3 ag	STAT1 blocker
CCOC(=O)c1ccc(N2CCN(c3ccccc3F)CC2)c(NC(=O)Nc2ccccc2)c1	2.7	1491	-9	106	-10	11	0.077	15	-9	2	6
COc1ccc(NC(=O)c2c(NC(=O)CNCC(C)C)sc3c2CCC3)c(OC)c1	-0.7	1350	-1	94	14	3	-0.99	-11	-7	-4	-1
Cc1cc(NC(=O)CC2CCCC2)n(-c2nc3ccccc3[nH]2)n1	2.9	1442	2	91	15	10	0.61	5	-7	-13	2
Cc1ccc(NC(=O)c2noc3c2CC(C(C)(C)C)CC3)cc1 (stereo unspecified)	0.6	1548	1	82	26	3	-0.49	/	0	-9	1
O=C(NCc1ccco1)c1ccc(Br)s1	-0.1	1668	6	89	18	-1	/	-3	4	1	-2
N#CCC(=O)Nc1sc2c(c1C(N)=O)CCCC2	2.1	1674	4	90	21	-7	/	-47	6	2	-7
